# Vif-A3G inh: qHTS for Inhibitors of Vif-A3G Interactions: qHTS; AID 602310, 2012; DNA dC->dU-editing enzyme APOBEC-3G (Homo sapiens), Q9HC16; Potency, µM (series often up to 46.1 µM), for the others: at the highest dose activity, negative = active, most hits filed as inhibitors; HeLa A3G-eYFP + Vif (tagged APOBEC3G with the HIV-1 protein that degrades it), YFP fluorescence, overnight; actives 0.076% (n = 410,000);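 note: potency is the fitted concentration of half-maximal effect; % is set by controls: 0 for no effect and ±100 for the full control effect; nearly all actives have a fitted effect of over 60% in size; hits raise eYFP signal because A3G escapes Vif-driven loss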
# Target sequence (Q9HC16 whole entry, looked up): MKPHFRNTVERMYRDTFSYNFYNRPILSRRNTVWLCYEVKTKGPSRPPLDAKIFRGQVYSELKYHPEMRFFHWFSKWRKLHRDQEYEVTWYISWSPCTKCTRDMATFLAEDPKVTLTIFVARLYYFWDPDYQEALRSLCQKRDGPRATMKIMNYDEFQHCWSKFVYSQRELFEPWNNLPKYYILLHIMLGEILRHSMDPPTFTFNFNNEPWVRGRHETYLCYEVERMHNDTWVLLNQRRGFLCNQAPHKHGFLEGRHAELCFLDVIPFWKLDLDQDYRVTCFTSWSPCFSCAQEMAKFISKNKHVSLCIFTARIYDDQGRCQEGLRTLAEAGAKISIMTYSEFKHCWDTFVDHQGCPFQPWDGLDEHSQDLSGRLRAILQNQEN
#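 HeLa cells stably expressing Vif and C-terminally eYFP-tagged A3G, seeded overnight at 37 deg C, then exposed to compound by pintool overnight at 37 deg C. Rise in yellow fluorescence (Ex 488/Em 500-530, Acumen) marks blocked Vif-driven A3G degradation.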
# LDHA inh: qHTS assay for inhibitors of human lactate dehydrogenase; purified LDHA, NADH/diaphorase-resazurin fluorescence; hits give low values; actives 0.15% (n = 480,000); activity change, % (values are at about 110 or 230 µM); L-lactate dehydrogenase A chain (Homo sapiens), P00338; in the data active = activity change below about -30%; inconclusive = mostly about -25% to -30%;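 note: plate controls were DMSO wells for no effect and wells without enzyme for full effect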
#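 Remaining NADH was detected by diaphorase (0.133 mg/mL) converting 37 µM resazurin to fluorescent resorufin, read at 0 and 20 minutes. The preceding 5-minute room-temperature reaction used 2 nM LDHA, 0.2 mM sodium pyruvate and 0.06 mM NADH at pH 7.4.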
# Vif-APOBEC3F blk: qHTS for Inhibitors of Vif-A3F Interactions: qHTS. Potency, µM (titrated, usually from 46.1 µM), for inactives: at the top dose activity, negative = active. actives 0.2% (n = 390,000). AID 602313, 2012. HeLa A3F-eYFP + Vif (tagged APOBEC3F with the HIV-1 protein that degrades it), YFP fluorescence increase; note: potency is the fitted concentration of half-maximal effect; % of control where 0% means no effect; nearly all actives have a fitted effect of over 65% in size
#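 HeLa cells stably expressing A3F-eYFP plus Vif, plated and incubated overnight at 37 deg C, then exposed to compounds overnight at 37 deg C. Blocked degradation read as raised yellow fluorescence (Ex 488/Em 500-530).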
# 12-LOX inh: Primary qHTS assay for inhibitors of human arachidonate 12S-lipoxygenase (ALOX12): Round 2; purified 12hLO, xylenol orange hydroperoxide absorbance; Potency, µM (series often up to 108 µM), for the others: at the top dose activity change, negative = inhibition, usual class: inhibitors; actives 1.1% (n = 580,000); note: potency is the fitted concentration of half-maximal effect; % is set by controls: 0 for no effect and ±100 for the full control effect
#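 Purified human 12hLO (150 nM final) in 25 mM Hepes, 0.01% Triton X-100, pH 7.0 was preincubated 15 min at room temperature with compound. Then 40 uM arachidonic acid was added, 30 min. Hydroperoxide was read by Fe-XO absorbance ratio 573/405 nm.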
# D2 ag: HTS Assay for Allosteric Agonists of the Human D2 Dopamine Receptor: Primary Screen for Agonists. D(2) dopamine receptor (Homo sapiens), P14416. HEK293 T-REx D2 cells, calcium flux agonist mode. activation, % at 2 µM. actives 0.53% (n = 340,000);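 active = activation over 3 SD above normal in the single-dose calcium agonist read, cut at about 30% in these data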; note: 0% is about no effect
#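 Agonism is scored from calcium flux in a force-coupled, inducible HEK293 cell line expressing D2, read kinetically for 180 s after compound addition against dopamine controls.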
# ERG-DNA inh: qHTS for Small Molecule Inhibitors of the ERG Ets/DNA interaction; fluorescence polarization, His-ERG Ets domain / labelled DNA; Potency, µM (doses to about 76.9 µM), for inactives: top-dose FP activity, negative = inhibition, most hits filed as inhibitors; actives 0.028% (n = 370,000); AID 624246, 2012; active = well fitted inhibition curve with a large enough effect in the polarisation, with a control signal flat; inconclusive = small, poorly fitted or top-dose-only effect, or effect the other way, or a change in a side signal; inactive = no such curve, though single readings can be large or run the other way; the % refers to the polarisation;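 note: polarization taken with two DNA probes labelled with fluorescein and Texas red; potency is the fitted concentration of half-maximal effect; % of control where 0% means no effect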
# Target sequence (P11308 whole entry, looked up, the tested form may be a part): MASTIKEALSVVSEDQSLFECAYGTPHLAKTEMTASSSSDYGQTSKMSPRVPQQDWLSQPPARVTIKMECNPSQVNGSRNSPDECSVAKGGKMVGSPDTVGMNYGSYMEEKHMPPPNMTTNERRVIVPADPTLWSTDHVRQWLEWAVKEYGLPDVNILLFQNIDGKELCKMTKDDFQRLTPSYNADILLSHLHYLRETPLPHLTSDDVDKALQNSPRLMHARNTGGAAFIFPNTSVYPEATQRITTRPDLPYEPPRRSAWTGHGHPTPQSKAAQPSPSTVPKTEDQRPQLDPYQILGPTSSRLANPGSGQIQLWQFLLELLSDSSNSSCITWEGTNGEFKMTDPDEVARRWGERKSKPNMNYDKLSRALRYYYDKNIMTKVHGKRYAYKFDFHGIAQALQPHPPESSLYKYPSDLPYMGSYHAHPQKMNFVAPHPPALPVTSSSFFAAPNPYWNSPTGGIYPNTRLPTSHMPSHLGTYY
#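 His-tagged ERG Ets domain (1 uM in the protein solution; 300mM KCl, 50mM Tris-HCl, 1mM EDTA, 1mM DTT, pH 7.5) received compound, then a probe mix of 5 nM fluorescein-DNA and 100nM Texas-615-DNA. Fluorescence polarization was read for both dyes.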
# Glioma ERSR ind: qHTS for Inducers of the Endoplasmic Reticulum Stress Response (ERSR) in Human Glioma: qHTS; U87-MG GRP78 promoter luciferase reporter, 16 h; actives 0.02% (n = 420,000); Potency, µM, for inactives: at the highest dose activation, hits mostly activators; note: potency is the fitted concentration of half-maximal effect; series mostly up to about 76 µM; % of control where 0% means no effect; nearly all actives have a fitted effect of over 35% in size
#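 Stably transfected U87-MG glioma cells carrying a GRP78-based luciferase sensor; 16 h compound incubation. Luminescence end-point read 10 min after Bright-Glo addition at room temperature.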
# RGS4 inh: Inhibitors of Regulator of G Protein Signaling (RGS) 4: qHTS; AID 504845, 2011; Potency, µM (series often up to 114 µM), for the others: top-dose activity change, negative = inhibition, actives largely listed as inhibitors; Transcreener GDP fluorescence polarization, RGS4-accelerated GTP hydrolysis; Regulator of G-protein signaling 4 (Homo sapiens), P49798; actives 0.039% (n = 390,000); note: potency is the fitted concentration of half-maximal effect; % is set by controls: 0 for no effect and ±100 for the full control effect; nearly all actives have a fitted effect of over 75% in size; some results filed as inactive show a strong effect at the top dose
# Target sequence (P49798 whole entry, looked up): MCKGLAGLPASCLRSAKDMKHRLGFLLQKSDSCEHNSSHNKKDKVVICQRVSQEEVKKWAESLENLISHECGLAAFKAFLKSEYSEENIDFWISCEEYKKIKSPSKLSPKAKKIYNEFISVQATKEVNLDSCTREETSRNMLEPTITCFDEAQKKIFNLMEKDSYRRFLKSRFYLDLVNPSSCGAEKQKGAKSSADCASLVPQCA
#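 MLSMR compounds (23 nl, pin-transferred) preincubated 10 min at room temperature with a 500nM (2x) first reagent, then RGS4 at 900nM (2x) plus Transcreener GDP mix added; fluorescence polarization (620/688 nm) read before and after 90 min at 30 °C.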
# D2 antag: HTS Assay for Allosteric Antagonists of the Human D2 Dopamine Receptor: Primary Screen for Antagonists; D(2) dopamine receptor (Homo sapiens), P14416; HEK293 TREx D2 cells, calcium flux, dopamine EC80; inhibition, % at 10 µM; actives 2% (n = 340,000); AID 485344, 2010; in the data active = inhibition above about 30%; note: 0% is about no effect
#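 Antagonism is scored as inhibition of an EC80 dopamine-evoked calcium signal in a force-coupled, tetracycline-inducible HEK293 T-REx D2 line, with compound present 180 s before agonist.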
# The depositor's hits bear a star; ? = inconclusive; . = not tested or not shown; & = joins results of further samples; [ ] = dose if it differs, or a comment. Unless noted, calls come from the whole dose curve; as a rule, active = well fitted curve in the direction sought with a large enough effect; inconclusive = small, poorly fitted or top-dose-only effect, or another doubt; inactive = no such curve, though single readings can be large; an effect the other way counts as inactive or inconclusive. This is a subset (hit frequency here may not be typical).
# Values run as follows: Glioma ERSR ind	LDHA inh	Vif-A3G inh	12-LOX inh	ERG-DNA inh	RGS4 inh	D2 ag	Vif-APOBEC3F blk	D2 antag
1: CCC(=O)c1ccc(OCc2ccc(C#N)cc2)cc1
  2%	-5	1%	-8%	7%	-18%	-1.2	12%	1
2: CCCCN(Cc1ccccc1)C(=O)c1cnc2n(c1=O)CCS2
  -2%	-8	0%	-20%	4%	-15%	0.4	-3%	20
3: Cc1c(NC(=O)CN2C(=O)NC(C)(c3ccc4c(c3)OCCO4)C2=O)c(=O)n(-c2ccccc2)n1C (stereo not drawn)
  -4%	-6	-1%	-15%	-7%	-9%	2.1	2%	0
4: O=C1NCC(Nc2ccc(Br)cc2)C(=O)N1 (stereo not drawn)
  -3%	-4	3%	0%	2%	-12%	.	3%	.
5: CCOc1ccc(NC(=O)c2ccc(N3CC4CC(C3)c3cccc(=O)n3C4)c(NC(=O)c3cccnc3)c2)cc1 (stereo not drawn)
  -7%	-1	-2%	-2%	-11%	-15%	1.4	-3%	-9
6: CC1=NN(c2ccc([N+](=O)[O-])cc2)C(c2ccccc2)C1 (stereo not drawn)
  -3%	-9	2%	?	9%	10%	-0.3	-11%	4
7: CN(C)N1C(=O)C2C3C=CC(O3)C2C1=O (stereo not drawn)
  -3%	-11	-1%	-25%	-2%	30%	.	-7%	.
8: O=C(O)CSc1nnc(CNc2ccccc2Cl)n1-c1ccccc1
  -5%	-1	2%	0%	-6%	-18%	0.2	-4%	9
9: CCOC(=O)c1cnc(SCC(=O)c2ccccc2)nc1N
  3%	5	2%	?	3%	?	0.4	-2%	2
10: CN1CCN(c2ccc(CNS(=O)(=O)Cc3ccc(Cl)cc3)cc2)CC1
  -5%	0	-1%	4%	0%	4%	-2.5	3%	7
11: Cn1nc(C(=O)OCC(=O)N2CCc3ccccc32)c2ccccc2c1=O
  -4%	4&-4	2%	19%&-4%	-7%	37%	-0.6	0%	8
12: COc1ccccc1Nc1nnc(SCC(=O)NC(=O)Nc2ccc3c(c2)OCCO3)s1
  -2%	-2	-9%	10%	0%	11%	-0.8	-27%	-10
13: COC(=O)c1ccc(NC(=O)c2ccccc2NS(C)(=O)=O)cc1
  -1%	-7	2%	10%	-1%	-22%	1.2	0%	24
14: O=C(NCC1CCN(c2ccc(S(=O)(=O)N3CCOCC3)cc2)CC1)c1ccc(Cl)cc1
  -1%	-2	2%	0%	-3%	13%	-1.3	5%	2
15: CC(=O)Nc1ccccc1-c1cccc2nccn12
  -1%	-1	1%	-1%	.	.	.	.	.
16: N/C(=N\NS(=O)(=O)c1ccccc1)c1ccccn1
  5%	-3	2%	5%	0%	12%	.	4%	.
17: O=S(=O)(Nc1ccc2ccccc2c1)N1CCCCC1
  0%	-1	-22%	-17%	-3%	-18%	.	-13%	.
18: CCN1C(=NCCc2ccc([N+](=O)[O-])cc2)N[C@@H](c2ccccc2)[C@H](C(=O)OC)[C@H]1C
  -1%	-7	2%	-22%	-11%	-14%	.	-7%	.
19: Cc1ccc(N/C(N)=N/c2nc(C(F)(F)F)cc(C(F)(F)F)n2)cc1
  -2%	-5	0%	4%	4%	13%	2.3	2%	-4
20: O=C(NCC(=O)N(c1cccc(F)c1)C(C(=O)NC1CCCC1)c1cccnc1)c1ccco1 (stereo not drawn)
  2%	-9	-1%	8%	-8%	10%	-0.5	-12%	11
21: Nc1nnc(SCC(=O)Nc2ccc(N3CCOCC3)c(Cl)c2)s1
  -4%	-6	-9%	0%	-6%	15%	-0.7	-12%	2
22: O=C(Nc1ccc2c(c1)OCCO2)c1oc2ccccc2c1NC(=O)C1CC1
  -2%	-6	-3%	-5%	3%	-8%	-0.4	2%	-8
23: COc1ccc(CN2C(=O)c3ccccc3C2=O)cc1C(=O)OC(C)C(=O)NC(N)=O (stereo not drawn)
  -4%	-11	-6%	-10%	6%	22%	-0.2	-17%	8
24: CC(C)CC(N)c1csc(NC(=O)Nc2ccccc2C(C)(C)C)n1 (stereo not drawn)
  -6%	-5	-14%	3%	.	.	.	.	.
25: CCC(C(=O)O)N1C(=O)/C(=C/c2cccn2C)SC1=S (stereo not drawn)
  0%	-11	0%	?	4%	-25%	1.9	-3%	5
26: COc1cc(NC(=O)c2ccccc2)ccc1NC(=O)Cc1ccccc1
  -5%	-1	-3%	19%	21%	-12%	-0.1	-11%	3
27: O=S(=O)(c1cnc(Cl)c(Br)c1)N1CCc2ccccc21
  -10%	-14	-16%	-18%	19%	23%	1.5	-7%	1
28: COc1ccc(CN(C(=O)c2ccc(CN3CCOCC3)o2)C(C(=O)NCC2CCCO2)c2ccc(F)cc2)cc1 (stereo not drawn)
  -1%	-8	-3%	0%	5%	41%	-0.1	4%	-11
29: COc1cc(NC(=O)c2cccc([N+](=O)[O-])c2)ccc1NC(=O)c1ccco1
  -6%	-2	-2%	0%	12%	-21%	-1.4	8%	16
30: NC(=O)C1CCN(c2cc(Cl)ccc2[N+](=O)[O-])CC1
  -4%	-1	2%	114%[activator]	3%	11%	-1.5	9%	15
31: CN(C)c1ccc(N=Nc2ccccc2C(=O)OCC(=O)N2CCCCCC2)cc1
  -1%	2	-1%	-10%	-5%	-21%	-0.1	0%	-5
32: COC(=O)NCC(c1cccnc1)N1CCN(c2ccccc2F)CC1 (stereo not drawn)
  -3%	-2	1%	1%	1%	-14%	-0.5	7%	-17
33: O=C1C(Cc2ccccc2)Nc2ncnc(N3CCCCC3)c2N1Cc1ccccc1 (stereo not drawn)
  1%	1	-18%	-3%	-2%	-38%	.	-7%	.
34: CC(O)Cc1cn([C@@H](CCCCNC(=O)OC(C)(C)C)C(=O)N2CCN(C(=O)OC(C)(C)C)CC2)nn1 (stereo partly drawn)
  -4%	-6	-5%	2%	-4%	5%	-0.2	-3%	0
35: COc1ccc(C(=O)Nc2cccc3c2CCCC3)cc1
  3%	-7	-31%	-21%	-8%	2%	-0.4	0%	-7
36: CC(C)c1ccc(NC(=O)COc2ccc(S(=O)(=O)N3CCOCC3)cc2)cc1
  -2%	1	-1%	12%	-1%	14%	0.2	-5%	3
37: C=CCN(CC=C)C(=O)c1ccncc1
  -6%	-13	1%	0%	-3%	-6%	0.2	2%	-4
38: Cc1cccc(N2CCN(C(=O)CN3C(=O)COc4ccc(S(=O)(=O)N5CCC(C)CC5)cc43)CC2)c1C
  -3%	0	2%	-25%	1%	19%	1.2	5%	.
39: CCOc1ccc(S(=O)(=O)NCCC(=O)N(C)Cc2cccs2)cc1
  -3%	-9	-3%	-4%	.	-31%	-2.1	0%	-25
40: O=C(Nc1cc(S(=O)(=O)Nc2ccc(Cl)cc2)ccc1N1CCCCC1)c1ccc(F)cc1Cl
  10%	0	-9%	?	-7%	-21%	0.0	-30%	-3
41: Cc1cccc(C(=O)N2CCCC(CCC(=O)N3CCN(c4ccccn4)CC3)C2)c1C (stereo not drawn)
  1%	-10	3%	1%	7%	8%	-0.1	2%	4
42: CC(C)(C)[C@H]1C=C(C(=O)N2CCOCC2)O[C@@H](OCc2ccc(CO)cc2)C1
  -5%	-9	1%	13%	-12%	11%	.	-8%	-3
43: COc1ccccc1-c1nnc(SCC(=O)Nc2ccccc2)o1
  5%	-3	0%	6%[57.4 µM]	.	2%	-1.0	-8%	-11
44: COc1ccc(-n2nc(C(=O)NCC(=O)Nc3cc(C)ccc3OC)c3ccccc3c2=O)c(OC)c1
  -3%	-4	-5%	-16%	-11%	9%	-2.4	6%	4
45: CCOCCCNC(=O)c1ccc(NC(=O)C2CCCO2)cc1 (stereo not drawn)
  0%	-2	-5%	9%	-8%	1%	0.2	9%	-12
46: COc1ccccc1C(=O)Nc1ccnn1C1CCN(C/C=C/c2ccccc2)CC1
  -3%	-1	1%	-3%	-2%	-30%	5.3	5%	-2
47: Cc1cccc(NC(=O)CSc2nc3ccccc3c(=O)n2C)c1
  -4%	-3	-11%	?	2%	-9%	-1.0	-14%	8
48: Cc1ccc2[nH]c(=O)c(CN(CC3CCCO3)C(=S)Nc3ccccc3)cc2c1 (stereo not drawn)
  -3%	-23	-27%	?	.	-46%	14	1%	-10
49: CCOc1ccccc1N1CCN(C(=O)c2ccc3[nH]c4c(c3c2)CCCC4)CC1
  -3%	3	-2%	12%	3%	9%	0.9	1%	4

# Part of the list above, reduced to ERG-DNA inh, D2 antag and Glioma ERSR ind.
No.	smiles	ERG-DNA inh	D2 antag	Glioma ERSR ind
40	O=C(Nc1cc(S(=O)(=O)Nc2ccc(Cl)cc2)ccc1N1CCCCC1)c1ccc(F)cc1Cl	-7%	-3	10%
41	Cc1cccc(C(=O)N2CCCC(CCC(=O)N3CCN(c4ccccn4)CC3)C2)c1C (stereo not drawn)	7%	4	1%

# Looked up above:
# Vif-A3G inh result of no. 39 reads -3%
# Glioma ERSR ind result of no. 49 reads -3%

# Assay outcomes: PubChem, National Center for Advancing Translational Sciences (NCATS)
